TRPC4 block: inhibitors of mouse TRPC4 channel, primary screen, Fluo4 calcium, HEK293 TRPC4beta/mu-opioid cells; hit rate 0.39% among 300,000; DAMGO-evoked Fluo4 calcium flux; active compounds read low; Short transient receptor potential channel 4 (Mus musculus), Q9QUQ5; B-score at 10 µM;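 active means B-score over 3 SD under the library average, no early fluorescence shift, positive overall ratio signal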
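System: stable TRPC4beta/mu-opioid receptor HEK293 cells; Dosing: single-point compound dosing; Measured by: Fluo4 Ca2+ flux fluorescence; Read-out basis: per-well B score of integrated baseline-normalized Fluo4 ratio.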
TRPC6 act: mouse TRPC6 channel activators, primary screen, cell-based, HEK293, membrane potential dye | Short transient receptor potential channel 6 (Mus musculus), Q61143 | HEK293-TRPC6 membrane potential dye fluorescence; active compounds read high | B-score at 10 µM | hit rate 0.13% among 310,000;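 active means B-score of the integrated fluorescence ratio above library mean plus 3 SD, and starting fluorescence ratio within library mean plus 5 SD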;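 further: higher score means more depolarization so channel activation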
TRPC6 inh: mouse TRPC6 channel inhibitors, primary screen, cell-based, HEK293, membrane potential dye | ACh-evoked depolarization; active compounds read low | hit rate 1.1% among 310,000 | B-score at 10 µM;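 active means B-score under library mean minus 3 SD, initial fluorescence not abnormally high, positive integrated signal ratio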;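 further: B-score derived from integrated fluorescence ratio over the kinetic read; more negative B-score means stronger inhibition of depolarization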
TRPC4 potent: positive allosteric modulators of TRPC4, primary screen, cell-based, mouse TRPC4beta, HEK293 mu-opioid, Fluo-4 calcium | hit rate 0.42% among 310,000 | B-score at 10 µM | DAMGO EC20, Fluo-4 Ca2+ flux; active compounds read high | AID 2227, 2009;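 active means B-score of calcium response area above 5 SD of library B-scores, with initial fluorescence ratio within 5 SD of library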;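 further: B-score of integrated fluorescence ratio over time as area under calcium response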
MrgX1 agonist: agonists of human MrgX1 receptor, primary screen, HEK293 cells, Fluo-4 calcium flux | Fluo-4 calcium fluorescence, agonist mode; active compounds read high | B-score at 10 µM | hit rate 0.44% among 310,000 | AID 588627, 2011 | Mas-related G-protein coupled receptor member X1 (Homo sapiens), Q96LB2;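 active means calcium response B-score plate-corrected fluorescence ratio at least 3 library SD, with starting fluorescence B-score inside 5 SD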
Target sequence (Q96LB2 whole entry, looked up): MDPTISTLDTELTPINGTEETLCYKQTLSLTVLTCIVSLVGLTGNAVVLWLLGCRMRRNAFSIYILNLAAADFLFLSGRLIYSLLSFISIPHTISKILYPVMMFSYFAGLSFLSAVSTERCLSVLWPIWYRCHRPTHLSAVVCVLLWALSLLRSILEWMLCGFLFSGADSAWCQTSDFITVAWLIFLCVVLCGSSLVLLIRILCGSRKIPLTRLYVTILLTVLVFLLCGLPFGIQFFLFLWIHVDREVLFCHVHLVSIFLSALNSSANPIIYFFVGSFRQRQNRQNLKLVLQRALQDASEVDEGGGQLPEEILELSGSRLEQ
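System – MrgX1-expressing HEK293 cells · Incubation – cells plated overnight, dye loaded 0.5 h 37 °C, 0.5 h room temperature · Technique – kinetic Fluo-4 NW fluorescence of intracellular calcium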
PolyA inh: polyadenylation inhibitors in yeast reporter cells, primary screen, luminescence, S. cerevisiae. S. cerevisiae SKY197-pL101 polyadenylation reporter, beta-gal luminescence; efflux-impaired pdr1/pdr3 knockout yeast; score 100 = 6 SD above DMSO. AID 1875, 2009. calls only at 12 µM. hit rate 0.02% among 300,000;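 active means lowest replicate activity score at least 50, where 100 means six control SD above control mean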;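 further: yeast exposed to compound for 9 h at 30 °C; higher score means more reporter readthrough which indicates perturbed polyadenylation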
TRPC4 agonist: activators of mouse TRPC4 channel, primary screen, Fluo4 calcium, HEK293 TRPC4beta/mu-opioid cells. Short transient receptor potential channel 4 (Mus musculus), Q9QUQ5. Fluo4 calcium fluorescence; active compounds read high. B-score at 10 µM. hit rate 0.49% among 310,000;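 active means B-score above 5 SD of library B-scores, and initial fluorescence ratio not above library mean plus 5 SD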;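 further: positive B-score marks a calcium rise read as TRPC4 activation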
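Material: HEK293 stable line with TRPC4beta plus mu-opioid receptor; technique: Fluo4 calcium-sensitive dye fluorescence, kinetic, 1 Hz baseline; timing: Fluo4 dye loading 45 min at room temperature, 110 s recording; controls: assay buffer as low control, maximal DAMGO as high control; read-out: integrated baseline-normalised fluorescence ratio, converted to per-well B score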
AI-2 QS modul: Vibrio harveyi AI-2 quorum sensing modulators, primary screen, JMH597 strain, luminescence/OD600 ratio | hit rate 0.4% among 300,000 | AID 2094, 2009 | activity change, % at 7.5 µM | Vibrio harveyi JMH597 AI-2 luminescence/OD600 ratio, 9 h; active compounds read low; strain lacks LuxN and CqsS sensors; 0 = neutral-control median; in the data active means activity change below about -75%, passing the limit was not always enough;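 further: luminescence divided by OD600 gain over 9 h not by final OD600 alone; inactives centre near 13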
MrgX1 antag: antagonists of human MrgX1 receptor, primary screen, HEK293 cells, Fluo-4 calcium flux. B-score at 10 µM. Mas-related G-protein coupled receptor member X1 (Homo sapiens), Q96LB2. BAM8-22 antagonism; active compounds read low. hit rate 1.3% among 310,000. AID 588676, 2011;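 active means calcium-response B-score plate-corrected more than 3 library SD below zero, starting fluorescence within 5 deviations, no agonist response on first addition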;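 further: peak minus trough fluorescence over baseline after final BAM8-22 challenge near maximal dose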
MrgX1 PAM: positive allosteric modulators of MrgX1, primary screen, HEK293 cells, Fluo-4 calcium flux; FDSS; active compounds read high; B-score at 10 µM; hit rate 0.63% among 310,000; AID 588675, 2011;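 active means plate-corrected calcium response at least 3 library SD above typical, normal starting fluorescence, not activating the receptor alone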;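 further: compound read alongside a low EC10 to EC30 dose of BAM8-22 agonist; peak minus trough fluorescence over baseline measured at the second addition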
HIF activator: HIF pathway transcriptional activators, primary screen, cell-based, U2OS HRE-luciferase, luminescence | U2OS HRE-luciferase reporter; normalized: DMSO 0%, desferrioxamine 100% | activation, % at 7.5 µM (by protocol) | hit rate 0.32% among 300,000 | AID 1910, 2009;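 active means mean activation of at least 10% of the iron chelator positive control signal, with at least half of replicates also reaching 10%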
The depositor's hits bear a star; i = inactive; · = not tested or not shown. A portion of the library; rates above refer to the full screens.

SMILES | TRPC4 block | TRPC6 act | TRPC6 inh | TRPC4 potent | MrgX1 agonist | PolyA inh | TRPC4 agonist | AI-2 QS modul | MrgX1 antag | MrgX1 PAM | HIF activator
COc1ccc(C(=O)NNC(=O)c2cc3cc(OC)ccc3oc2=O)cc1 | i | i | i | i | i | i | i | 9 | i | i | 0.0
COc1ccccc1N(C(C)=O)c1nc(C)cc(C)c1C#N | i | i | i | i | i | i | i | 14 | i | i | 0.2
CC(=O)Nc1ccc(OC(=O)c2ccc(Cl)cc2)cc1 | i | i | i | i | i | i | i | 30 | i | i | -0.2
O=C(CN1CCCCC1)Nc1nnc(-c2ccc([N+](=O)[O-])cc2)s1 | i | i | i | i | i | i | i | 34 | i | i | 0.0
CCC(C)Sc1nnc(-c2c[nH]c3ccccc23)n1CCOC (stereo not given) | i | i | i | i | i | i | i | 2 | i | i | 0.6
CC1(C)NC(=O)N(CN2C(=O)NC(C)(C)C2=O)C1=O | i | i | i | i | i | i | i | -4 | i | i | -0.6
CCOC(=O)C1=C(C)NC(C)=C(C(=O)OCC)C1C(=O)OCC(=O)N(C)C | i | i | i | i | i | i | i | 13 | i | i | -0.3
COc1ccc(Nc2nnc(SCc3cc(=O)n4ccsc4n3)s2)cc1 | i | i | i | i | i | i | i | 24 | i | i | 0.5
COc1cc2c(cc1OC)/C(=C/C(=O)c1ccc(F)cc1)NCC2 | i | i | i | i | i | i | i | 14 | i | i | 2.3
O=C(Nc1nc2c(F)cc(F)cc2s1)C1CC(=O)N(Cc2ccco2)C1 (stereo not given) | i | i | i | i | i | i | i | 29 | i | i | 1.0
C[C@@]12C(=O)N(Cc3ccccc3)CC(=O)N1[C@H](/C=C/c1ccccc1)[C@@H]1C(=O)N(c3ccccc3)C(=O)[C@@H]12 | i | i | i | i | i | i | i | 15 | i | i | 0.0
O=C(CSc1nccn1-c1ccccc1)c1ccc(Br)cc1 | i | i | i | i | i | i | i | 8 | i | i | 0.4
CC(C)(C)c1ccccc1NC(=O)c1ccco1 | i | i | i | i | i | i | i | 14 | i | i | ·
Cc1ccc(C(C)C)c(OCC(=O)Nc2cccc(S(=O)(=O)NC3=NCCCCC3)c2)c1 | i | i | i | i | i | i | i | 29 | i | i | 0.0
CCn1cc(/C=C/C(=O)Nc2ccn(Cc3c(F)c(F)c(F)c(F)c3F)n2)cn1 | i | i | i | i | i | i | i | 14 | i | i | -0.8
Cc1ccc(CNC(=O)c2c(-c3ccccc3)noc2C)cc1 | i | i | i | i | i | i | i | 12 | i | i | 0.3
C=CCN1C(=O)C2(OCCCO2)c2ccccc21 | i | i | i | i | i | i | i | 5 | i | i | 0.6
CCCCOc1ccc(-c2cn3ccccc3n2)cc1[N+](=O)[O-] | i | i | i | i | i | i | i | 25 | i | i | 2.0
CC(=O)Nc1ccc(NC(=O)CN(c2ccc(C(C)C)cc2)S(=O)(=O)c2ccccc2)cc1 | i | i | i | i | i | i | i | -9 | i | i | -1.2
CCC1(CC)C(=O)C2=C3C1[C@H](C(=O)OC)C=C(C(=O)OC)C[C@H]3n1c(=O)n(C)c(=O)n1[C@H]2C (stereo not given in full) | i | i | i | i | i | i | i | 17 | i | i | -0.1

Five records picked at random from the list so far, as already listed:
SMILES | TRPC4 block | TRPC6 act | TRPC6 inh | TRPC4 potent | MrgX1 agonist | PolyA inh | TRPC4 agonist | AI-2 QS modul | MrgX1 antag | MrgX1 PAM | HIF activator
CC(C)(C)c1ccccc1NC(=O)c1ccco1 | i | i | i | i | i | i | i | 14 | i | i | ·
CCC1(CC)C(=O)C2=C3C1[C@H](C(=O)OC)C=C(C(=O)OC)C[C@H]3n1c(=O)n(C)c(=O)n1[C@H]2C (stereo not given in full) | i | i | i | i | i | i | i | 17 | i | i | -0.1
O=C(CSc1nccn1-c1ccccc1)c1ccc(Br)cc1 | i | i | i | i | i | i | i | 8 | i | i | 0.4
Cc1ccc(C(C)C)c(OCC(=O)Nc2cccc(S(=O)(=O)NC3=NCCCCC3)c2)c1 | i | i | i | i | i | i | i | 29 | i | i | 0.0
Cc1ccc(CNC(=O)c2c(-c3ccccc3)noc2C)cc1 | i | i | i | i | i | i | i | 12 | i | i | 0.3

The list goes on.
SMILES | TRPC4 block | TRPC6 act | TRPC6 inh | TRPC4 potent | MrgX1 agonist | PolyA inh | TRPC4 agonist | AI-2 QS modul | MrgX1 antag | MrgX1 PAM | HIF activator
COc1ccc(NC(=O)c2cc3ccccn3n2)cc1 | i | i | i | i | i | i | i | 13 | i | i | -0.9
OCc1nn2c(c1Br)NC(c1ccccc1)CC2C(F)(F)F (stereo not given) | i | i | i | i | i | i | i | -1 | i | i | -0.1
O=C(NNS(=O)(=O)c1ccccc1)c1ccc(F)cc1 | i | i | i | i | i | i | i | 4 | i | i | 1.1
COc1ccc(OCCCN2CCCC(C)C2)cc1 (stereo not given) | i | i | i | i | i | i | i | 1 | i | i | 0.0
COc1cccc(OCc2cc(C(=O)N(Cc3ccccc3)CC3CC3)no2)c1 | i | i | -5.2* | i | i | i | i | 6 | i | i | 0.1
CCN(CC(=O)Nc1c(F)cccc1F)C(=O)/C=C/c1ccc(S(=O)(=O)N2CCCCCC2)cc1 | i | i | i | i | i | i | i | 17 | i | i | -5.5
CC(C)N1CCC(NC(=O)Nc2ccc3c(c2)OCO3)CC1 | i | i | i | i | i | i | i | 22 | i | i | 0.3
O=C1[C@H]2[C@@H](c3ccc(F)cc3)N3C(=O)N(c4cccc(F)c4)C(=O)[C@@]3(Cc3ccc(Cl)cc3)[C@H]2C(=O)N1C1CCCCC1 | i | i | i | i | i | i | i | 19 | i | i | 0.5
O=C(CSc1nc2cc(S(=O)(=O)N3CCOCC3)ccc2o1)NC1CCCc2ccccc21 (stereo not given) | i | i | i | i | i | i | i | 31 | i | i | -0.3
NS(=O)(=O)c1ccc(CCNC(=O)CSc2nc3ccsc3c(=O)n2C2CC2)cc1 | i | i | i | i | i | i | i | 44 | i | i | 0.1
CCc1ccccc1Nc1nc(N)nc(CSc2nnc3ccccn23)n1 | i | i | i | i | i | i | i | 20 | i | i | -0.3
COc1ccc(C(=O)N/C(=C\c2ccccc2)C(=O)NC(CCSC)C(=O)O)cc1 (stereo not given) | i | i | i | i | i | i | i | 20 | i | i | -10
CC1CN=C(N(C(=O)Nc2ccccc2)C(C)C)S1 (stereo not given) | i | i | i | i | i | i | i | 0 | i | i | -0.7
Cc1cc(C)cc(NC(=O)CSc2ncc(S(=O)(=O)c3ccccc3)c(=O)[nH]2)c1 | i | i | i | i | i | i | i | 40 | i | i | -0.6
CC(NCc1cccc(S(=O)(=O)N(C)C)c1)c1ccc(F)cc1 (stereo not given) | i | i | i | i | i | i | i | 18 | i | i | 0.2
CC(=O)Nc1ccc(N(CC(=O)NC2CCCC2)C(=O)CCC(=O)Nc2cc(C)on2)cc1 | i | i | i | i | i | i | i | 13 | i | i | -0.7
NS(=O)(=O)c1ccc(N2N=C(c3ccccc3)CC2c2cccc(F)c2)cc1 (stereo not given) | i | i | i | i | i | i | i | 39 | i | i | 0.7
COc1cc(CCC(=O)OCC(=O)Nc2ccc(C)cc2Br)cc(OC)c1OC | i | i | i | i | i | i | i | 28 | i | i | 0.6
C=CCN1C=C2C(=O)C(C)(OC(=O)CC)C(=O)C=C2C=C1CCCC (stereo not given) | i | i | i | i | i | i | i | 4 | i | i | -0.6
CCC(=O)c1c[nH]c(C(=O)NCCc2ccccn2)c1 | i | i | i | i | i | i | i | 28 | i | i | 0.8
COc1ccc(NC(=O)CC2Oc3ccccc3NC2=O)c(OC)c1 (stereo not given) | i | i | i | i | i | i | i | 8 | i | i | -0.3
CCOC(=O)Nc1ccc(C(=O)NCC2CCCO2)cc1 (stereo not given) | i | i | i | i | i | i | i | 15 | i | i | 0.7
O=C(NCCCn1ccnc1)/C(=C\c1ccco1)NC(=O)c1ccco1 | i | i | i | i | i | i | i | -6 | i | i | 0.2
CC1CCN(C(=O)CCNS(=O)(=O)c2ccccc2)CC1 | i | i | i | i | i | i | i | 15 | i | i | 1.6
Cc1ccc(N2CC(C(=O)N3CCC(C(=O)Nc4cccc(Br)c4)CC3)CC2=O)cc1 (stereo not given) | i | i | i | i | i | i | i | 4 | i | i | -0.2
COc1cc(OC)cc(C(=O)N2CCN(c3ccc(N4CCOCC4)nn3)CC2)c1 | i | i | i | i | i | i | i | 8 | i | i | 1.1
CC(C)Oc1ccccc1/C=N/NC(=O)c1ccc(F)cc1 | i | i | i | i | i | i | i | 14 | i | i | -41
COc1cccc(-c2cc3nc(-c4ccccc4)cc(N4CCC5(CC4)OCCO5)n3n2)c1 | i | i | i | i | i | i | i | 1 | i | i | 0.2
Cc1cc(C(=O)CSc2nnc(N)s2)c(C)n1Cc1ccco1 | i | i | i | i | i | i | i | 14 | i | i | 0.1
Cc1onc(-c2ccccc2)c1-c1n[nH]c(=S)n1-c1ccccc1 | i | i | i | i | i | i | i | 23 | i | i | -0.1
CS(=O)(=O)c1ccc(Cl)c(NC(=O)COC(=O)CCc2c[nH]c3ccccc23)c1 | i | i | i | i | i | i | i | 7 | i | i | 0.1
O=C(c1ccccc1F)N1CCN(S(=O)(=O)c2ccc(S(=O)(=O)N3CCCCCC3)cc2)CC1 | i | i | i | i | i | i | i | 6 | i | i | -2.5
Cc1ccccc1N(CC(=O)NC1CCCCC1)C(=O)CCC(=O)Nc1nccs1 | i | i | i | i | i | i | i | 18 | i | i | -0.1
Cc1ccc(-c2noc(CN(C(=O)Cc3ccccc3)C(C)C)n2)cc1 | i | i | i | i | i | i | i | 18 | i | i | 1.0
